mIDH1 inhibitor = qHTS for Inhibitors of mutant isocitrate dehydrogenase 1 (IDH1): qHTS. 0.093% of 390,000 active. IDH1-R132H enzyme, NADPH consumption, diaphorase/resazurin fluorescence. AID 602179, 2012. Isocitrate dehydrogenase [NADP] cytoplasmic (Homo sapiens), O75874. Potency, µM (titrated, usually from 76.6 µM), for inactives: at the highest dose activity change, negative = inhibition, actives largely listed as inhibitors; further: potency means the concentration at half of the fitted maximal effect; on the % scale 0 is the no-effect control and ±100 the full control effect; nearly all actives have a fitted effect of over 65% in size
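IDH1-R132H (0.5 ug/mL) preincubated 30 min with compound, then NADPH (0.016 mM) and alpha-KG (2 mM) added; 80 min at RT, pH 7.5. Remaining NADPH coupled via diaphorase/resazurin to fluorescence (540/590 nm); concentration-response curves normalized to no-enzyme control.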
Vif-APOBEC3F blk = qHTS for Inhibitors of Vif-A3F Interactions: qHTS. HeLa A3F-eYFP + Vif (tagged APOBEC3F with the HIV-1 protein that degrades it), YFP fluorescence increase. Potency, µM (series often up to 46.1 µM), for inactives: top-dose activity, negative = active. 0.2% of 390,000 active. AID 602313, 2012; further: potency means the concentration at half of the fitted maximal effect; % of control where 0% means no effect; nearly all actives have a fitted effect of over 65% in size
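Fluorescence increase (Ex 488/Em 500-530) after overnight compound treatment at 37 deg C flags inhibition of Vif-driven A3F-eYFP loss in stable HeLa A3F-eYFP/Vif cells seeded overnight beforehand.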
Vif-APOBEC3G blk = qHTS for Inhibitors of Vif-A3G Interactions: qHTS; DNA dC->dU-editing enzyme APOBEC-3G (Homo sapiens), Q9HC16; HeLa A3G-eYFP + Vif (tagged APOBEC3G with the HIV-1 protein that degrades it), YFP fluorescence, overnight; Potency, µM (series often up to 46.1 µM), for the others: at the top dose activity, negative = active, hits mostly inhibitors; 0.076% of 410,000 active; AID 602310, 2012;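 further: potency means the concentration at half of the fitted maximal effect; on the % scale 0 is the no-effect control and ±100 the full control effect; nearly all actives have a fitted effect of over 60% in size; hits raise eYFP signal because A3G escapes Vif-driven loss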
Target sequence (Q9HC16 whole entry, looked up): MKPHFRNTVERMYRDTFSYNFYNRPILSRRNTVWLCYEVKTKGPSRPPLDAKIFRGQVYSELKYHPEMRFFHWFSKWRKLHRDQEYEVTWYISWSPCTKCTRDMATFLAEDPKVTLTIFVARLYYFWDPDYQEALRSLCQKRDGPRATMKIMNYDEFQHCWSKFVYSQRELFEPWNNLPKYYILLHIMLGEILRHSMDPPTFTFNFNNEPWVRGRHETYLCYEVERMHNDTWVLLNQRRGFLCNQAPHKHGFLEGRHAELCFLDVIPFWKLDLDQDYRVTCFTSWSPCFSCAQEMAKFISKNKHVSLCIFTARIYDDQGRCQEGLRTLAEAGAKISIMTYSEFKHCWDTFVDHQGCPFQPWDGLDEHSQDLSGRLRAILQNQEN
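Read-out is eYFP fluorescence (Ex 488/Em 500-530) from Vif-expressing HeLa A3G-eYFP cells; more signal means A3G escaped Vif-mediated degradation. Cells plated overnight, compound pinned in, incubated overnight at 37 deg C.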
RXFP1 ag = qHTS Assay for Agonists of the Relaxin Receptor RXFP1; Relaxin receptor 1 (Homo sapiens), Q9HBX9; HEK293T-RXFP1 cAMP TR-FRET, 30 min; response scale: percent of porcine relaxin response, buffer zero; Potency, µM (top dose mostly 57.5 µM), for the others: top-dose activation, hits mostly activators; 0.3% of 370,000 active; AID 2676, 2010; further: potency means the concentration at half of the fitted maximal effect; on the % scale 0 is the no-effect control and ±100 the full control effect; nearly all actives have a fitted effect of over 60% in size; many of its hits are not listed in these tables
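HEK293 cells stably expressing RXFP1, treated 30 min at 37C with compounds plus PDE4 inhibitor Ro 20174; cAMP measured by HTRF TR-FRET. Normalized to buffer and 29 nM porcine relaxin; EC50 by Hill fit.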
TrxR1 substrate = qHTS Assay for Substrates of Mammalian Selenoprotein Thioredoxin Reductase 1 (TrxR1): qHTS. 0.01% of 390,000 active. purified TrxR1 substrate turnover, NADPH consumption readout. Thioredoxin reductase 1, cytoplasmic (Rattus norvegicus), O89049. AID 588456, 2011. Potency, µM (top dose mostly 114 µM), without a hit: top-dose activity change, negative = substrate turnover; further: potency means the concentration at half of the fitted maximal effect; on the % scale 0 is the no-effect control and ±100 the full control effect; nearly all actives have a fitted effect of over 50% in size
Target sequence (O89049 whole entry, looked up): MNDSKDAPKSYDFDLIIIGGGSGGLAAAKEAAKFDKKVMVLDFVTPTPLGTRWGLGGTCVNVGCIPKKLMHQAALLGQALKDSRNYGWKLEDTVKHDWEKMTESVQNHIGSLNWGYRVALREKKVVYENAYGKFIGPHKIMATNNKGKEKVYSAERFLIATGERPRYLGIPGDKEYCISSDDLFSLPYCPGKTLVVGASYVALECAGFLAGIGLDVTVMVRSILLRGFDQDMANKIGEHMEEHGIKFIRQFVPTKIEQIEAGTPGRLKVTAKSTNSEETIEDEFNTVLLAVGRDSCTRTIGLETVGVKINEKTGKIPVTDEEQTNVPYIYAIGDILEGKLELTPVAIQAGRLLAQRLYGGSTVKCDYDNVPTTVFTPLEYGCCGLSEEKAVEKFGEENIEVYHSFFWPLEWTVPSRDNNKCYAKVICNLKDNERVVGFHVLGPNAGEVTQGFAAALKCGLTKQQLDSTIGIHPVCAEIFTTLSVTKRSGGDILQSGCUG
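Rat TrxR1, dispensed at 90 nM, was prereduced with 400 uM NADPH (final) for 5 min at ~22 deg C, then incubated with compound 15 min before 400 uM selenite. A first-read NADPH fluorescence drop versus no-compound background flagged substrates.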
LDHA inh = qHTS assay for inhibitors of human lactate dehydrogenase. 0.15% of 480,000 active. L-lactate dehydrogenase A chain (Homo sapiens), P00338. purified LDHA, NADH/diaphorase-resazurin fluorescence; stronger effect = lower value. activity change, % (values are at about 110 or 230 µM); in the data active means activity change below about -30%; inconclusive means mostly about -25% to -30%;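 further: plate controls were DMSO wells for no effect and wells without enzyme for full effect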
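Remaining NADH was detected by diaphorase (0.133 mg/mL) converting 37 µM resazurin to fluorescent resorufin, read at 0 and 20 minutes. The preceding 5-minute room-temperature reaction used 2 nM LDHA, 0.2 mM sodium pyruvate and 0.06 mM NADH at pH 7.4.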
USP1-UAF1 inh = Inhibitors of USP1/UAF1: Primary Screen; Potency, µM (top dose mostly 57.1 µM), for inactives: top-dose activity change, negative = inhibition, usual class: inhibitors; Ubiquitin carboxyl-terminal hydrolase 1 (Homo sapiens), O94782; 0.23% of 390,000 active; AID 743255, 2014; recombinant USP1/UAF1, Ub-Rhodamine cleavage fluorescence; further: potency means the concentration at half of the fitted maximal effect; on the % scale 0 is the no-effect control and ±100 the full control effect; nearly all actives have a fitted effect of over 60% in size; inactives centre near -12
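In this screen, compounds sit with the deubiquitinase complex (1nM) for 15 min at room temperature before Ub-Rho is added at 150nM final. Fluorescence rise is then followed for 6 reads every 60 seconds.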
PI4K2A inh = qHTS for small molecular inhibitors of PI4K2A; Phosphatidylinositol 4-kinase type 2-alpha (Homo sapiens), Q9BTU6; purified PI4K2A, ADP-Glo luminescence, 1 h; stronger effect = lower value; activity change, negative = inhibition, % at 76.9 µM; 0.13% of 420,000 active; AID 1346378, 2018; in the data active means activity change below about -50%; inconclusive means mostly about -30% to -49%;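 further: -100% = wells without enzyme as full effect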
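Compounds are screened against recombinant PI4K2A using PI as substrate and ATP, the latter dispensed at 300 microM. Reactions run one hour at ambient temperature before ADP-Glo detection; full inhibition defined by wells lacking enzyme.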
GRP78 ERSR act = qHTS for Inducers of the Endoplasmic Reticulum Stress Response (ERSR) in Human Glioma: qHTS | U87-MG GRP78 promoter luciferase reporter, 16 h | Potency, µM, without a hit: at the highest dose activation, actives largely listed as activators | 0.02% of 420,000 active | AID 602332, 2012; further: potency means the concentration at half of the fitted maximal effect; series mostly up to about 76 µM; % of control where 0% means no effect; nearly all actives have a fitted effect of over 35% in size
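Stably transfected U87-MG glioma cells carrying a GRP78-based luciferase sensor; 16 h compound incubation. Luminescence end-point read 10 min after Bright-Glo addition at room temperature.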
* = called active by the depositor; u = inconclusive; x = not tested or not shown; [ ] = remark or other dose. Unless noted, the call rests on the fitted dose curve; in most records, active means well fitted curve in the direction sought with a large enough effect; inconclusive means small, poorly fitted or top-dose-only effect, or another doubt; inactive means no such curve, though single readings can be large; an effect the other way counts as inactive or inconclusive.

SMILES | mIDH1 inhibitor | Vif-APOBEC3F blk | Vif-APOBEC3G blk | RXFP1 ag | TrxR1 substrate | LDHA inh | USP1-UAF1 inh | PI4K2A inh | GRP78 ERSR act
O=C(CCCc1nc2ccccc2s1)N1CCN(S(=O)(=O)c2cccs2)CC1 | -1% | -9% | 0% | 2.1% | -3% | -4 | -13% | 2 | -4%
O=C(Nc1ncnc2c1ncn2C1OC(COC(=O)c2ccccc2)C(F)C1O)c1ccccc1 (stereo not drawn) | 1% | -2% | -4% | 0.1% | -9% | -7 | -12% | 0 | 4%
Cc1cccc(C)c1NC(=O)C1(NC(=O)Cn2cccc([N+](=O)[O-])c2=O)CCCCC1 | 0% | -14% | 2% | 0.8% | 2% | -7 | 0% | -1 | 3%
Cc1ccc(C)c(NS(=O)(=O)c2ccc(NC(=O)c3ccco3)cc2)c1 | 1% | x | 5% | 1.4% | -3% | -2 | -16% | 3 | -4%
COc1ccc(OC)c2sc(N(CCN(C)C)C(=O)c3ccc4ccccc4c3)nc12 | 2% | 2% | 0% | -0.9% | -7% | 2 | -7% | -1 | -3%
O=C(NCCC1=CCCCC1)C1CCN(C(=O)N2CCOc3ccccc32)CC1 | -19% | 8% | 5% | -2.2% | -3% | -12 | 10% | -1 | 0%
N/C(COc1ccccc1)=N\NC(=O)c1cccnc1Oc1ccccc1 | 0% | -2% | 1% | -1.5% | -3% | 0 | -7% | 0 | -3%
Cc1nn(-c2ccccc2)c2nc(-c3ccco3)cc(C(=O)O)c12 | 7% | 7% | -4% | 8.9% | -18%[57.1 µM] | -2 | u | -23 | 4%
COC(=O)c1ccc(NC(=O)c2nn(C)c3c2CS(=O)(=O)c2ccccc2-3)cc1 | -13% | -14% | -3% | -3.5% | 4%[11.4 µM] | -7 | -18% | -3 | -2%
CCOCCc1nn2c(=O)cc(CSCC(=O)Nc3ccccc3)nc2s1 | -2% | -11% | 5% | 3.5% | 4% | 1 | -27% | -2 | -2%
CN1CCN(C(=S)Nc2ccc(Cl)cc2Cl)CC1 | 4% | 0% | 2% | -1.1% | 8%[57.1 µM] | -4 | -11% | 4 | 3%
COc1cc(C(=O)Oc2cc(N)n(S(=O)(=O)c3ccccc3)n2)cc(OC)c1OC | -2% | -12% | -9% | 0.5% | -3% | -7 | u | 38 | -4%
O=C(Cn1cc(S(=O)(=O)Cc2ccccc2Cl)c2ccccc21)Nc1ccc(F)cc1F | 4% | -5% | -5% | 3.4% | -5% | -7 | -12% | 1 | -3%
CN(Cc1ccccc1)S(=O)(=O)c1ccc(Cl)c(C(=O)NCc2ccncc2)c1 | 9% | 5% | 2% | -0.7% | 6% | 3 | -11% | 0 | -5%
COc1ccc(CSc2ncn[nH]2)cc1[N+](=O)[O-] | -1% | 0% | 3% | 0.8% | -6% | -10 | -8% | 4 | -2%

4 records drawn at random from those above:
SMILES | mIDH1 inhibitor | Vif-APOBEC3F blk | Vif-APOBEC3G blk | RXFP1 ag | TrxR1 substrate | LDHA inh | USP1-UAF1 inh | PI4K2A inh | GRP78 ERSR act
Cc1nn(-c2ccccc2)c2nc(-c3ccco3)cc(C(=O)O)c12 | 7% | 7% | -4% | 8.9% | -18%[57.1 µM] | -2 | u | -23 | 4%
CN(Cc1ccccc1)S(=O)(=O)c1ccc(Cl)c(C(=O)NCc2ccncc2)c1 | 9% | 5% | 2% | -0.7% | 6% | 3 | -11% | 0 | -5%
COC(=O)c1ccc(NC(=O)c2nn(C)c3c2CS(=O)(=O)c2ccccc2-3)cc1 | -13% | -14% | -3% | -3.5% | 4%[11.4 µM] | -7 | -18% | -3 | -2%
COc1ccc(CSc2ncn[nH]2)cc1[N+](=O)[O-] | -1% | 0% | 3% | 0.8% | -6% | -10 | -8% | 4 | -2%

(list continues)
molecule | mIDH1 inhibitor | Vif-APOBEC3F blk | Vif-APOBEC3G blk | RXFP1 ag | TrxR1 substrate | LDHA inh | USP1-UAF1 inh | PI4K2A inh | GRP78 ERSR act
CN(C)c1ccc(NC(=O)Cn2c(SCc3ccccc3F)nc3cccnc32)cc1 | -3% | 2% | -1% | 5.3% | -5% | 1 | -8% | -1 | -3%
CCOC(=O)C1(C)CCCN1C(=O)c1ccc(C(=O)OC)cc1 (stereo not drawn) | x | x | -2% | x | x | -3 | x | -2 | 3%
O=C1NN(c2cccc(Br)c2)C(=O)/C1=C\c1ccccc1 | -1% | 13% | -8% | 4.1% | u | 4 | -17% | 2 | -4%
Cc1ccc(S(=O)(=O)NC(=O)c2cc(C)n(CCCN3CCOCC3)c2C)cc1 | 1% | x | 0% | -0.4% | 1% | -1 | -2% | -7 | -7%
O=C(NC(C(=O)O)c1ccccc1)c1ccccc1 (stereo not drawn) | -1%[38.3 µM] | -5% | -3% | 1.4% | -7% | -4 | -25% | 4 | -5%
CCCCOc1ccc(-c2cc(C(F)(F)F)c(C#N)c(SCC(=O)O)n2)cc1 | -1% | 11µM* | -9% | 6.8% | 24%[57.1 µM] | 1 | -6% | 0 | -4%
COc1ccc(-c2noc(CNS(=O)(=O)c3ccc(NC(C)=O)cc3)n2)cc1 | -12% | -5% | 0% | -0.3% | 12%[57.1 µM] | -2 | 4% | 4 | -2%
COc1ccc2[nH]c3c(c2c1)[C@@H]1CCN2C(=O)CCC[C@H](C3)[C@H]12 | -1% | 1% | 0% | 0.1% | 2% | 8 | 5% | -4 | 2%
CC(C)OP(=O)(OC(C)C)C(Nc1ccccc1)c1cccnc1 (stereo not drawn) | 4% | 9% | -1% | -1.3% | -8%[57.1 µM] | -1 | -12% | 0 | -4%
O=C(CCn1c(=S)[nH]c2ccccc2c1=O)NCC1CCCO1 (stereo not drawn) | 8% | 0% | 1% | 3.3% | 5% | -3 | -5% | 2 | -5%
COc1ccc(OCCCC(=O)NCC(C)C)cc1 | 8% | 20% | 2% | 0.4% | -6% | -3 | -6% | 5 | -4%
Cc1nc(-c2ccc(Cl)cc2)sc1C1(C)CC(c2c(Cl)cccc2Cl)=NO1 (stereo not drawn) | 7% | -5% | -25% | -2.9% | 13% | -8 | -7% | -1 | -3%
CC(C)OC(=O)C[N+](C)(C)CCN1C(=O)C2C(c3ccccc3)C=CC(c3ccccc3)C2C1=O (stereo not drawn) | 0% | -24% | 1% | -2.5% | 3% | 7 | -9% | 5 | 0%
CC(C)CCN1C(=O)c2ccc(C(=O)Nc3cc(C(=O)O)cc(C(=O)O)c3)cc2C1=O | 6% | -12% | 1% | 7.2% | 7%[57.1 µM] | -5 | -19% | -2 | 0%
CCc1ccccc1OCC(=O)NNCC(=O)Nc1cccc(C#N)c1 | 3% | 1% | 7% | 0.5% | -1% | -6 | -11% | -3 | -1%
CC(C)CNC(=O)CSc1ccc(S(=O)(=O)N2CCN(C)CC2)cn1 | -6% | 1% | 0% | 0.4% | -3% | -4 | -14% | 0 | -5%
CSc1ccccc1NC(=O)c1c(C)noc1C | 3% | 10% | 1% | -1.3% | 11% | -1 | -13% | -1 | -2%
COc1ccc(/C=C2/NC(=O)N(Cc3ccccc3F)C2=O)cc1OC | -1% | -2% | -3% | -1.1% | 4% | -2 | -21% | 2 | -1%
CCn1c(/C=N/n2cnnc2)nc2ccccc21 | -1% | -4% | -1% | 5.8% | 102%[activator] | -15 | -3% | 0 | -2%
O=CC(=O)c1ccccc1 | -12% | u | -4% | -0.4% | 2% | -8 | -22% | -3 | -1%
N#C/C(=C/c1ccc(N2CCCCC2)o1)C(=O)NCCc1c[nH]c2ccccc12 | -1% | u | u | 4.6% | -21% | 1 | 2% | -24 | 1%
Cc1ccc(Nc2nc(N)c3ccccc3n2)cc1C | 14% | -12% | 13% | -0.5% | -1% | -2 | -16% | -24 | -5%
COc1cc(/C=N/n2nnnc2N)ccc1O | -2% | -1% | 0% | -0.5% | -10% | 1 | -15% | 0 | -6%
Cc1cccc(C)c1NC(=O)C1c2cccc[n+]2CC(=O)N1Cc1ccc2c(c1)OCO2 (stereo not drawn) | -8% | 0% | -4% | -1.7% | 5% | -1 | -12% | -1 | 0%
O=C(O)CCC(=O)Nc1ccc(S(=O)(=O)c2ccc(NC(=O)CCC(=O)O)cc2)cc1 | 5% | 4% | -2% | 3.3% | 6% | -4 | -10% | 0 | -4%

Compound activity from PubChem.

A portion of the library, so the mix of outcomes need not match the whole.
